Bioassay records (PubChem BioAssay)
FN deposit inh: inhibitors of fibronectin matrix deposition, primary screen, AH1F cells, Alexa488-fibronectin fluorescence, plate reader; AH1F fibroblasts, overnight; inhibition, % at 12.6 µM; hit rate 0.086% among 350,000; AID 743247, 2014;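 active means mean inhibition across replicates of 30% or more, regardless of how many single replicates reach that level; inconclusive means mean under 30% yet at least half of replicates reach 30%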;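 further: positive control wells lacked labelled fibronectin entirely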
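Test system: AH1F fibroblast monolayer depositing Alexa488-labelled fibronectin into matrix. Input: 10000 cells per well. Technique: fluorescence, ex 485 nm, em 525 nm. Buffer or medium: DMEM plus 2% serum, read in PBS. Timing: 1 h cell adhesion before compound, then overnight fibronectin incubation. Compound: single dose, pinned. Read-out basis: inhibition from reduced deposited-fibronectin fluorescence.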
EWS-Fli block: EWS/Fli-driven NR0B1 reporter inhibitors, primary screen, A673 cells, NR0B1 luciferase, luminescence, MLPCN library | viability-normalised | inhibition, % at 12.6 µM | hit rate 0.67% among 350,000 | AID 651661, 2012;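 active means mean inhibition of at least 50% after viability correction, with every replicate also passing that limit; inconclusive means mean reaches 50% but only one of two replicates passes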;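 further: firefly luciferase signal divided by Alamar Blue viability fluorescence both relative to DMSO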
CFTR F508del cor: F508del CFTR correction, initial screen, CFBE line, single point; CFBE cells, YFP halide quenching; stimulated with forskolin plus potentiator P3; % fluorescence drop versus neutral controls; activity (quench increase), % at 7.58 µM; hit rate 0.36% among 350,000;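 active means mean added fluorescence quench of at least 8% versus neutral control, with both replicates also reaching 8%; inconclusive means only one of the mean or replicate conditions met; inactive means mean below 8% and not both replicates reaching 8%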;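 further: cells transiently co-express mutant CFTR-F508del with the halide-sensitive YFP; corrector assay measuring rescue of mutant channel to the surface after 24 h compound exposure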
PAX8 reporter: inhibitors of PAX8-driven TPO luciferase reporter, primary screen, RMG-I cells, single concentration; SteadyGlo, 24 h; inhibition, % at 12.6 µM; hit rate 1.2% among 360,000;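 active means mean replicate inhibition at least 60% with every replicate also reaching 60%; inconclusive means only one of the two criteria is met; inactive means mean below 60% and not all replicates reaching 60%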;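 further: luciferase light reporting Pax8 driven TPO promoter activity; plate controls were median of neutral control wells for no effect and mitoxantrone controls for full effect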
DENV2 CPE rescue: inhibitors of DENV2 cytopathic effect, primary screen, cell-based, plate reader, single concentration. CPE inhibition, % at 9.99 µM. AID 651640, 2012. DENV2-infected cells, cytopathic effect rescue. hit rate 1.7% among 350,000; in the data active means CPE inhibition above about 20%, passing the limit was not always enough; inconclusive means no clear call, values can overlap the other calls; tested in BHK-21 cells;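 further: 0% = median of neutral control wells and 100% = median of positive control wells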
INS-1E GSIS act: GLuc luminescence reporter in INS-1E cells, primary screen for activators of glucose-dependent secretion of insulin; INS-1E GLuc reporter insulin secretion, 2-3 h; activation, % at 16.6 µM; hit rate 0.61% among 370,000; AID 743287, 2014;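 active means lowest replicate activation of at least 40%, so every replicate reaches that level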;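 further: 0% = median of neutral control wells and 100% = median of IBMX positive control wells; some compounds called inactive have numbers as strong as hits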
miR122 inh: miR-122 Renilla sensor signal increase in Huh7, primary screen, miR-122 inhibitor project, cell-based, single point, plate reader; Huh7 miR-122 Renilla luciferase sensor, 48 h; neutral wells = 0, positive control = 100; hit rate 0.3% among 340,000; activation (reporter increase), % at 12.5 µM;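 active means mean replicate activation score at least 90 and every replicate individually at or above 90; inconclusive means only one of the two criteria met; inactive means neither criterion met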;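 further: higher luciferase means less miR-122 activity so hits act as miR-122 inhibitors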
* hit, by the source's call; ? = inconclusive; nt = not tested or not shown; & = joins results of further samples; [ ] = dose if it differs, or a comment.

smiles	FN deposit inh	EWS-Fli block	CFTR F508del cor	PAX8 reporter	DENV2 CPE rescue	INS-1E GSIS act	miR122 inh
Cc1ccc(C)c(NC(=O)CCN2C(=O)C3CC=CCC3C2=O)c1 (stereo not drawn)	-3	-8	0.9	-6	3	-2	nt
CCN(CCO)Cc1csc2ccc(Cl)cc12	-1	nt	nt	13	nt	2	nt
C[C@@H]1CCCCO[C@@H](CN(C)C(=O)NC2CCCCC2)[C@@H](C)CN([C@H](C)CO)C(=O)c2cc(NC(=O)c3ccncc3)ccc2O1	nt	-13	0.4	5	-8	1	1[16.7 µM]
CC(C)c1ccc(-c2cc(C(=O)N3CCOCC3)c3cc(Br)ccc3n2)cc1	6	-9	-0.5	nt	5	-1	3
Cn1ncc2c(NNC(=O)c3ccccc3Cl)ncnc21	-7	11	nt	5	nt	7	-6
O=C1C(Cl)=C(NS(=O)(=O)c2ccc([N+](=O)[O-])cc2)C(=O)c2ccccc21	-3	-6	0.5	23	-6	-9	nt
COc1cc(C(C)=O)ccc1OCc1nnc(-c2ccccc2Br)o1	3	-54	-0.2	-56	11	6	-1
CC(Oc1ccccc1C(N)=O)C(=O)Nc1ccc(S(=O)(=O)N2CCCC2)cc1 (stereo not drawn)	-17	15	-2.9	9	-6	26	-2
COc1cccc(C(=O)Nc2ccc3c(c2)OC[C@H](C)N(C(=O)C2CCCC2)C[C@@H](C)[C@@H](OC)CN(C)C3=O)c1	-5&2	-3&12	0.6&0.3	9&-10	-9&5	-15&-29	0[16.7 µM]
O=C(C1CC1)N1CCCCN2[C@@H](CO)[C@@H](c3ccc(C#CC4(O)CCCC4)cc3)[C@@H]2C1	nt	12	-1.0	-14	11	nt	-28[16.7 µM]
COc1ccc(S(=O)(=O)NCC2CCCO2)cc1NC(=O)c1ccccc1F (stereo not drawn)	4	10	1.4	6	-12	-10	40
O=C(CN(Cc1ccccc1Cl)C(=O)CNS(=O)(=O)c1ccc(F)cc1)NCC1CCCO1 (stereo not drawn)	0	-8	1.2	8	-1	16	3
O=C(Cc1ccccc1)Nc1ccccc1C(=O)Nc1ccccc1	7	-2	-2.9	26	-8	0	nt
CN(C)S(=O)(=O)c1ccc(C(=O)N2CC(=O)Nc3ccc(F)cc3C2c2ccc(F)cc2)cc1 (stereo not drawn)	5	7	-2.0	22	-4	5	-6
Cc1nc2oc3c(NCc4ccccc4)ncnc3c2c2c1COC(C)(C)C2	-2	nt	nt	-9	nt	nt	1
CS(=O)(=O)N1CC(=O)N2[C@H](C1)[C@@H](c1ccc(Br)cc1)[C@@H]2CO	-18	-13	4.0	-6	16	5	nt
CC(C)NC(=O)N(C)C[C@H]1Oc2cc(-c3ccccc3)ccc2S(=O)(=O)N([C@H](C)CO)C[C@@H]1C	nt	-2	0.5	nt	-5	-17	33[16.7 µM]
O=C(O)Cc1sc(Nc2ccccc2)nc1-c1cccs1	5	-59	-1.1	-61	2	-11	nt
CCOC(=O)c1c(NC(=O)CSc2nnc(-c3c[nH]c4ccccc34)n2CC)sc2c1CCCC2	-1	1	0.7	-4	1	-24	-5
CCOc1ccc(-n2cc(C(=O)Nc3cccc(Cl)c3)c3cc(OC)c(OC)cc3c2=O)cc1	1	nt	nt	45	nt	-24	-9
O=S(=O)(NCCSc1ccccn1)c1ccc(Cl)cc1	-3	nt	nt	-6	nt	2	nt
N#Cc1ccsc1NC(=O)CN(Cc1ccccc1)Cc1ccccc1	0	nt	nt	20	nt	-23	0
O=C(CSc1nc(-c2ccc(F)cc2)cs1)N1CCN(C(=O)c2ccco2)CC1	3	nt	nt	-2	nt	nt	2
Cc1cccc(OCC(=O)Nc2ccc3nc(C)sc3c2)c1	0	-20	-0.4	17	4	16	nt
CNC(=O)c1cccc2cccc(Sc3ccccc3C(=O)O)c12	-3	4	-1.6	-4	-3	6	nt
COCCCn1c(SCC(=O)N2CCCCC2C)nnc1-c1ccco1 (stereo not drawn)	12	nt	nt	nt	nt	0	-3
COCC(=O)N(C)C[C@H]1Oc2cc(-c3cccnc3)ccc2S(=O)(=O)N([C@@H](C)CO)C[C@@H]1C	-7	7	-4.0	nt	12	-1	-9[16.7 µM]
COc1ccc(NC(=O)Nc2ccc3c(c2)C(=O)N([C@@H](C)CO)C[C@H](C)[C@H](CN(C)CC2CCCCC2)OCCCC[C@H](C)O3)cc1	nt	9	-6.9	-11	-3	-9	2[16.7 µM]
C[C@@H]1CCCCO[C@H](CN(C)C(=O)Nc2ccc(C(F)(F)F)cc2)[C@H](C)CN([C@@H](C)CO)C(=O)c2cc(NS(C)(=O)=O)ccc2O1	nt	12	0.1	14	4	-26	-9[16.7 µM]
COc1cccc(NC(=O)C(C)Sc2nnc(C3CC3)n2C2CC2)c1 (stereo not drawn)	-6	-3	-0.1	13	1	12	-6
CCCCOc1ccc(C(=O)Oc2cccnc2)cc1	-1	6	1.9	-17	0	0	nt
CCN(CC)CCOC(=O)c1ccc(NC(=O)COc2cc(=O)n(CC)c3ccccc23)cc1	-15	nt	nt	-6	nt	6	-1
COCC(=O)N1C[C@H](C)[C@@H](OC)CN(C)C(=O)c2cc(NC(=O)Nc3ccccc3)ccc2OC[C@@H]1C	nt	-6	-0.9	nt	-3	-18	-9[16.7 µM]
Cc1nn(C)cc1NC(=O)C[C@H]1CC[C@@H]2[C@@H](COc3ccc(NC(=O)NC(C)C)cc3C(=O)N2C)O1	-1	-2	-0.1	-4	6	6	8[16.7 µM]
COc1ccc(-c2ccc3c(c2)S(=O)(=O)c2cccc(C(=O)NCc4ccccc4Cl)c2C3=O)cc1OC	-1	-2	2.0	-15	-12	-3	1
O=C(O)c1ccccc1Cc1ccc(F)c2ccccc12	-13	1	1.9	14	1	11	-8
CC(C(=O)N1CCC(C(N)=O)CC1)N(c1ccc(Oc2ccccc2)cc1)S(C)(=O)=O (stereo not drawn)	-3	nt	nt	nt	nt	50*	2
COCCOC(=O)N1C(=O)[C@@]2(c3cc(C#CC4=CCCCC4)ccc31)[C@H](c1ccc(O)cc1)N1[C@H](c3ccccc3)[C@H](c3ccccc3)OC(=O)[C@H]1[C@@H]2C(N)=O	nt	-13	1.3	-2	2	nt	nt
COc1cc(C(C)=O)ccc1OCc1cc(C(=O)N(C)CCC2CCCCO2)no1 (stereo not drawn)	-4	nt	-0.8	-184	-7	0	-8
CCC(=O)N1N=C(c2ccc(Cl)cc2)CC1c1ccco1 (stereo not drawn)	0	7	1.1	-14	3	-6	-8

In the list so far, 4 have a thiophene ring, fused or not:
smiles	FN deposit inh	EWS-Fli block	CFTR F508del cor	PAX8 reporter	DENV2 CPE rescue	INS-1E GSIS act	miR122 inh
CCN(CCO)Cc1csc2ccc(Cl)cc12	-1	nt	nt	13	nt	2	nt
O=C(O)Cc1sc(Nc2ccccc2)nc1-c1cccs1	5	-59	-1.1	-61	2	-11	nt
CCOC(=O)c1c(NC(=O)CSc2nnc(-c3c[nH]c4ccccc34)n2CC)sc2c1CCCC2	-1	1	0.7	-4	1	-24	-5
N#Cc1ccsc1NC(=O)CN(Cc1ccccc1)Cc1ccccc1	0	nt	nt	20	nt	-23	0

Going on with the list.
smiles	FN deposit inh	EWS-Fli block	CFTR F508del cor	PAX8 reporter	DENV2 CPE rescue	INS-1E GSIS act	miR122 inh
CCc1ccccc1OCC(=O)N(CC)CC(=O)NCc1ccc(F)cc1	-5	7	1.2	-2	-1	-12	nt
CC(=C\c1ccccc1)/C=C1/SC(=S)N(CCC(=O)O)C1=O	3	23	-1.6	-18	-3	-13	-5
CCOC(=O)c1nn(-c2sc(C(=O)OC)c(C)c2C(=O)OC)cc1O	nt	10	-1.0	nt	-3	-8	-3
CCc1cccc(N(CC(=O)NCc2ccc(F)cc2)C(=O)c2csnn2)c1	0	6	-2.5	4	0	14	nt
O=C(Nc1ccccc1N1CCCCC1)c1cccc([N+](=O)[O-])c1	-8	7	2.9	20	?	-3	nt
COC(=O)c1ccccc1NC(=O)CSc1ccccn1	2	nt	nt	-4	nt	nt	-1
O=C(NNC(=O)c1ccco1)c1ccco1	-4	11	-0.7	-3	0	0	4
O=C(c1ccccc1NS(=O)(=O)c1ccccc1[N+](=O)[O-])N1CCCC1	nt	nt	1.2	7	6	16	nt
O=Cc1cn(-c2ccccc2)nc1-c1ccccc1	-6	-44	-2.1	-47	3	21	-8
CCOc1ccc(/C=N/NC(=O)CN2CCSCC2)cc1	0	nt	nt	-11	nt	-15	-6
COC(=O)CN(C#N)c1nc(C)cc(C)n1	12	2	0.8	15	-1	3	-8
Cc1cc(C(=O)NC2CCCCC2)on1	-4	4	-0.7	-3	1	22	nt
O=C(c1ccc(F)cc1)N1CC(=O)N2[C@H](CO)[C@@H](c3ccc(/C=C/c4ccccc4)cc3)[C@H]2C1	nt	-3	-0.7	16	-2	-19	nt
CC(=O)N/C(=C/c1ccccc1)c1ccccc1	-11	0	1.8	-38	3	0	1
CN(C(=O)c1cncc(Br)c1)c1c(N)n(Cc2ccccc2)c(=O)[nH]c1=O	6	-6	-1.8	-8	?	0	-2
Cc1cc(C(=O)NC2CC(C)(C)Cc3c2cnn3-c2cccc(F)c2)n(C)n1 (stereo not drawn)	-1	-5	3.1	11	-1	-27	-3
CN1c2ccccc2C(=O)/C(=C\Nc2ccc(F)cc2F)S1(=O)=O	-3	-7	3.1	20	?	3	1
C/C=C/c1cnc2c(c1)C(=O)N([C@H](C)CO)C[C@H](C)[C@@H](CN(C)C(=O)C1CCC1)O2	-3	-11	-0.5	nt	nt	1	8[16.7 µM]
Cc1ccc(N2CC(C(=O)Nc3ccccn3)CC2=O)cc1 (stereo not drawn)	5	nt	nt	11	nt	nt	3
C[C@H](CO)N1C[C@H](C)[C@H](CN(C)C(=O)Nc2ccc3c(c2)OCO3)Oc2ccc(NC(=O)CCN3CCOCC3)cc2CC1=O	nt	-8	-1.7	-16	-5	15	7[16.7 µM]
Cc1cccc(NC(=O)CCC(=O)N/N=C/c2ccncc2)c1	1	-8	nt	-11	-2	nt	nt

Compounds as they come. About 3.9% of those tested had a hit in this group.
